# PvdQ acylase – blocks Pseudomonas aeruginosa PvdQ acylase activity; purified PvdQ acylase, fluorescence plate reader; inhibition, % at 10 µM; actives 0.063% (n = 340,000); in the data active = inhibition above about 30%, passing the limit was not always enough;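 note: 0% = vehicle neutral wells and 100% = reference inhibitor wells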
# CAL PDZ FP-1 – blocks peptide binding to the human CAL PDZ domain | purified CAL PDZ, TMR-peptide fluorescence polarization, 1 h | inhibition, % at 24.9 µM | actives 0.92% (n = 300,000) | AID 602252;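 active = mean inhibition of at least 30% with at least half of replicates also reaching 30%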;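 note: 0% = DMSO neutral control and 100% = excess unlabeled competitor peptide PRC23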
# SR-BI uptake up – activators of SR-BI mediated HDL lipid uptake. CHO ldlA[mSR-BI] cells, DiI-HDL uptake fluorescence, 3 h; 100 = double the neutral-control signal. activation, % at 12.5 µM. actives 0.096% (n = 320,000). AID 504775;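 active = mean replicate activation of at least 60% and every replicate at or above 60%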;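 note: 0% = median plate neutral-control signal and 100% = twice that signal; values of inactives mirror those of a sister screen read the other way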
#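 material = CHO ldlA[mSR-BI] cells | medium = Ham's F12 with 0.5% BSA, HEPES 25 mM, pH 7.4 | reagent = fluorescent DiI-HDL, 10 µg/mL final | compound dosing = single-point compound dose | incubation = 3 h, 37 °C | measured by = bottom-read fluorescence, 550/595 nm | measure = HDL uptake via cellular fluorescence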
# PfHsp90 yeast 2 – inhibits growth of yeast expressing Plasmodium falciparum Hsp90. S. cerevisiae expressing PfHsp90, BacTiter-Glo ATP, 48 h; yeast lacking PDR1 and PDR3 efflux regulators. inhibition, % at 9.4 µM. actives 0.32% (n = 310,000);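 active = every replicate shows inhibition above about 80%, whatever the replicate mean, limit read from the data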;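 note: 0% = DMSO neutral controls and 100% = 20 µM radicicol positive controls; yeast relying on Plasmodium falciparum Hsp90 in place of its own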
# MITF act – increases MITF-driven TRPM1 promoter luciferase signal. activation, % at 12.5 µM. actives 0.75% (n = 300,000). AID 588334. SK-MEL-5 TRPM1-promoter luciferase, 24 h; % of positive control, neutral wells = 0;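 active = mean activation of at least 80% with every replicate also reaching 80%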;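 note: 0% = neutral control wells and 100% = parthenolide positive control wells; values of inactives mirror those of a sister screen read the other way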
# dFosB act – mouse delta FosB homodimer activation; activation, % at 25 µM; P13346; purified delta FosB, TAMRA-CDK5 oligo fluorescence polarization; percent of positive-control signal above neutral wells; AID 493131; actives 0.99% (n = 340,000);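 active = mean activation above about 17%, with every replicate also reaching it, limit read from the data, passing the limit was not always enough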;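 note: fluorescence polarization rise as delta FosB binds a TAMRA Cdk5 AP-1 oligo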
# NSD2 inh – inhibitors of human histone methyltransferase NSD2; O96028; NSD2 peptide methylation, AlphaScreen, 120 min; inhibition, % at 12.5 µM; actives 0.54% (n = 310,000); AID 743445; in the data active = inhibition above about 50%
# Rtt109 HAT inh – C. albicans Rtt109 histone acetyltransferase inhibition | AID 540336 | inhibition, % at 34.9 µM | actives 0.16% (n = 330,000) | purified Rtt109/Vps75, ThioGlo CoA-SH fluorescence, 4 h;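 active = inhibition of at least 50% in every replicate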
# Target sequence (Q5AAJ8 whole entry, looked up): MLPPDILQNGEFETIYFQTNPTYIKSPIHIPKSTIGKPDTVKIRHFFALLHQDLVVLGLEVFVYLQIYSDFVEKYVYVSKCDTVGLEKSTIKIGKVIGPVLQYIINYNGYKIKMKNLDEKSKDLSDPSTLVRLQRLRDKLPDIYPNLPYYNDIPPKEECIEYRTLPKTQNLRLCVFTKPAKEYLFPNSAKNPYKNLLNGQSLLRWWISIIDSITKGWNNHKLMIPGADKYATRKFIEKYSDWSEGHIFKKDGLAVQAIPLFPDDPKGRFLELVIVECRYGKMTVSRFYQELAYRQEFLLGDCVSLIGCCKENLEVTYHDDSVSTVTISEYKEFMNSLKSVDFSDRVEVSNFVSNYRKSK
# CAL PDZ FP-2 – blocks peptide binding to human CAL PDZ domain. actives 0.02% (n = 330,000). AID 504414. inhibition, % at 20 µM. Q9HD26. purified CAL PDZ, TMR-peptide fluorescence polarization, 1 h;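 active = highest replicate inhibition of at least 40%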;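 note: plate controls were DMSO neutral control wells for no effect and unlabeled competitor peptide control wells for full effect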
#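 Material: tagged CAL PDZ domain; buffer or medium: 25 mM sodium phosphate pH 7.4, 150 mM NaCl, TCEP, IgG, Thesit; compound dosing: single point, 20 µM; schedule: 1 h incubation at room temperature before polarization reading; measured by: FP readout, S and P plane fluorescence; read-out basis: percent inhibition from loss of millipolarization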
# SR-BI HDL uptake – mouse SR-BI HDL lipid transfer inhibition. Q61009. ldlA[mSR-BI] CHO cells, DiI-HDL uptake fluorescence, 3 h. inhibition, % at 12.5 µM. actives 0.96% (n = 320,000). AID 488896;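 active = mean replicate inhibition of at least 70% and a set share of replicates each scoring 70 or more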;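 note: 0% = median of neutral control wells and 100% = median of positive control wells; values of inactives mirror those of a sister screen read the other way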
# Target sequence (Q61009 whole entry, looked up): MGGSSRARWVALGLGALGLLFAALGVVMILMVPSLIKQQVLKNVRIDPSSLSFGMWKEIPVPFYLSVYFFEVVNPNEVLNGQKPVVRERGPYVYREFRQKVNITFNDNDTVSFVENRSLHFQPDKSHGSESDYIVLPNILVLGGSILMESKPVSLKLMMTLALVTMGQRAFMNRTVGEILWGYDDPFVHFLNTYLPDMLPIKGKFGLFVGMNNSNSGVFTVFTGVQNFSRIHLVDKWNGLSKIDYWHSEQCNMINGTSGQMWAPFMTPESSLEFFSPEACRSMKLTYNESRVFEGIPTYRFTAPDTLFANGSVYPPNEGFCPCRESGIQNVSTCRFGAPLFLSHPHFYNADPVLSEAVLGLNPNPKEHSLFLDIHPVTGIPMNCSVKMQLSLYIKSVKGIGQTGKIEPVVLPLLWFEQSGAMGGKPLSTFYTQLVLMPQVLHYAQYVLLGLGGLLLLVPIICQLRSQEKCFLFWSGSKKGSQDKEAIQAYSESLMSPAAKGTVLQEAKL
# The depositor's hits bear a star; · = no result given. This is a random part of the collection; any-hit rate near 4.3%.
PvdQ acylase,CAL PDZ FP-1,SR-BI uptake up,PfHsp90 yeast 2,MITF act,dFosB act,NSD2 inh,Rtt109 HAT inh,CAL PDZ FP-2,SR-BI HDL uptake,SMILES
4,-3,-4,9,-10,-1,·,-3,0.3,6,CCOC(=O)C1=C[C@]2(CC)CCCN3CCc4c(n1c1ccccc41)[C@@H]32
-7,-2,4,51,33,-14,-1,4,-0.9,-4,O=C(OCC(=O)c1c[nH]c2ccccc12)C1=COCCO1
2,·,-7,3,2,-4,-1,-9,0.5,7,Cn1c(=O)n(C)c2cc(N3CCOCC3)c(NC(=O)c3ccc(F)cc3)cc21
-10,-6,·,11,116*,-9,1,-5,-1.5,·,N#Cc1ccccc1OCC(=O)NC(=O)NCc1ccco1
-15,-6,-11,-10,-17,-7,-2,14,-3.4,11,CCOc1ccc(NS(=O)(=O)c2ccc(C(=O)N3CCN(c4ncccn4)CC3)cc2)cc1
-9,-2,13,2,18,-9,3,14,-3.0,-13,CC(C)c1ccc(NC2CCCN(C(=O)CN3C(=O)CSC3=O)C2)cc1 (configuration not stated)
-13,-1,1,-20,-11,0,2,-16,-0.5,-1,CCOC(=O)c1sc(NC(=O)CSc2nc(C)cc(C(F)(F)F)n2)c(C#N)c1C
11,5,22,-9,1,0,0,6,-0.4,-22,CN(Cc1ccccc1)CC1C2CCC(C2)C1O (configuration not stated)
-1,2,-29,0,·,-10,1,3,-3.6,29,Cc1nc(-c2cccnc2)sc1C(=O)Nc1ccc(Cl)cc1
5,-4,-13,2,-5,16,6,-20,0.2,13,CCOC(=O)C1CCCN(CC(=O)/C=C2/N(C)c3ccccc3C2(C)C)C1 (configuration not stated)
-16,-1,-2,5,-9,-8,1,4,-1.3,2,COc1cccc(OC)c1C(=O)Nc1cccc2c1CCCC2
7,-5,19,7,0,-1,0,7,-1.0,-19,CCOc1ccc(-n2c(=S)sc3c(=O)n(-c4ccccc4)c(SCC(=O)O)nc32)cc1
-8,1,-1,2,6,5,-3,-21,-0.4,1,Cc1ccc(N2CN(Cc3cccnc3)CNC2=S)c(C)c1
-19,13,·,-3,2,3,-8,-11,-3.2,·,O=C(NCCc1ccccc1)c1cc(S(=O)(=O)N2CCCC2)ccc1F
4,-3,7,1,·,0,-2,12,-1.5,-7,O=S(=O)(NCCN1CCOCC1)c1cc(Cl)c(Cl)cc1Cl
0,3,-35,-7,-3,1,1,3,0.3,35,Cc1ccc(C(=O)N/C(=C\c2ccco2)C(=O)NCCc2c[nH]c3ccccc23)cc1
-16,-10,7,-41,2,-5,1,3,·,-7,Cc1nc(NCCO)c2nnn(Cc3ccccc3F)c2n1
13,-4,28,-14,-86,-3,·,17,0.0,-28,CC(C)c1ccc(-c2nnn(CCC(=O)O)n2)cc1
7,-2,·,-5,-7,-10,4,7,-1.2,-3,CN(C)CCCNC1CS(=O)(=O)CC1O (configuration not stated)
-17,62*,9,-5,·,-3,·,-8,0.0,-9,O=C(Cc1c(C(=O)O)[nH]c2ccccc12)NCCN1CCN(c2cccc(Cl)c2)CC1
-8,1,3,·,-2,-4,-1,-4,-3.1,-3,COc1ccc(NC(=O)CSc2nnc(Cc3ccc(C)cc3)c(=O)n2N)cc1
-11,-10,-11,-10,·,-1,-12,-3,-0.8,11,CCOc1ccc(N2C(=O)CC(C(C)c3ccccc3)C2=O)cc1 (configuration not stated)
-10,·,·,29,7,-12,-3,7,-6.8,·,NC(=O)c1nsc(C(=O)N(CC(=O)NC2CCCC2)c2ccc(F)c(Cl)c2)c1N
-9,13,8,21,7,-10,23,-4,0.7,-8,Nc1c(SCCC(=O)O)ccc2c1C(=O)c1ccccc1C2=O
-4,6,-15,3,8,-3,·,1,-1.0,15,COc1cccc(NC(=O)CN2C(=O)COc3ccc(Cl)cc32)c1
-8,0,-23,-5,-11,-11,-3,·,-1.5,23,O=C(CCCSc1nnc(SCCCC(=O)c2ccc(F)cc2)s1)c1ccc(F)cc1
-11,-2,9,4,-7,-15,·,3,-0.6,-9,CC[C@@]12C(=O)N(c3ccc(OC)cc3)C(=O)N1[C@H](c1cccc(C)c1)[C@@H]1C(=O)N(Cc3ccccc3)C(=O)[C@@H]12
-7,1,19,-23,2,-5,2,·,-1.9,-19,CCCCc1ccc(NC(=S)NCC2CCCO2)cc1 (configuration not stated)
-7,4,-14,2,0,2,1,-1,1.0,14,COc1ccc(Cn2c(CCC(=O)Nc3ccc(C)cc3)nc3cccnc32)cc1
-10,-3,-8,-50,-8,-11,-1,-8,-0.5,8,O=C(Cn1nnc(-c2ccccc2)n1)N/N=C/c1ccc(-c2ccc(Cl)cc2)o1
9,-3,7,2,0,-4,·,14,-0.8,-7,CCC(C(=O)NCCC1=CCCCC1)c1ccccc1 (configuration not stated)
0,-7,-9,-2,9,3,4,-4,-0.5,9,CCNC(=S)N/N=C(\C)c1ccc2c(c1)OCCO2
6,4,-4,4,3,-7,0,1,0.2,4,CC(C)[C@H](NC(=O)c1ccccc1)C(=O)OCC(=O)Nc1ccc(S(=O)(=O)N2CCOCC2)cc1
-10,-2,-15,9,-4,-4,1,-2,0.2,15,Cn1c(=O)n(Cc2ccccc2F)c(=O)c2c1nc1n2CCN1Cc1ccco1
-8,-3,9,-4,5,0,2,1,-0.1,-9,CCOc1ccc(C2NC(=O)NC(c3ccccc3)=C2C(C)=O)cc1OC (configuration not stated)
2,3,7,-4,1,-5,2,22,-2.1,-7,COc1cc(C2/C(=C(\O)c3ccc4c(c3)OCCO4)C(=O)C(=O)N2Cc2ccco2)ccc1O (configuration not stated)

# Molecules shown so far that have four or more nitrogen atoms:
PvdQ acylase,CAL PDZ FP-1,SR-BI uptake up,PfHsp90 yeast 2,MITF act,dFosB act,NSD2 inh,Rtt109 HAT inh,CAL PDZ FP-2,SR-BI HDL uptake,SMILES
2,·,-7,3,2,-4,-1,-9,0.5,7,Cn1c(=O)n(C)c2cc(N3CCOCC3)c(NC(=O)c3ccc(F)cc3)cc21
-15,-6,-11,-10,-17,-7,-2,14,-3.4,11,CCOc1ccc(NS(=O)(=O)c2ccc(C(=O)N3CCN(c4ncccn4)CC3)cc2)cc1
-13,-1,1,-20,-11,0,2,-16,-0.5,-1,CCOC(=O)c1sc(NC(=O)CSc2nc(C)cc(C(F)(F)F)n2)c(C#N)c1C
-8,1,-1,2,6,5,-3,-21,-0.4,1,Cc1ccc(N2CN(Cc3cccnc3)CNC2=S)c(C)c1
-16,-10,7,-41,2,-5,1,3,·,-7,Cc1nc(NCCO)c2nnn(Cc3ccccc3F)c2n1
13,-4,28,-14,-86,-3,·,17,0.0,-28,CC(C)c1ccc(-c2nnn(CCC(=O)O)n2)cc1
-17,62*,9,-5,·,-3,·,-8,0.0,-9,O=C(Cc1c(C(=O)O)[nH]c2ccccc12)NCCN1CCN(c2cccc(Cl)c2)CC1
-8,1,3,·,-2,-4,-1,-4,-3.1,-3,COc1ccc(NC(=O)CSc2nnc(Cc3ccc(C)cc3)c(=O)n2N)cc1
-10,·,·,29,7,-12,-3,7,-6.8,·,NC(=O)c1nsc(C(=O)N(CC(=O)NC2CCCC2)c2ccc(F)c(Cl)c2)c1N
-7,4,-14,2,0,2,1,-1,1.0,14,COc1ccc(Cn2c(CCC(=O)Nc3ccc(C)cc3)nc3cccnc32)cc1
-10,-3,-8,-50,-8,-11,-1,-8,-0.5,8,O=C(Cn1nnc(-c2ccccc2)n1)N/N=C/c1ccc(-c2ccc(Cl)cc2)o1
-10,-2,-15,9,-4,-4,1,-2,0.2,15,Cn1c(=O)n(Cc2ccccc2F)c(=O)c2c1nc1n2CCN1Cc1ccco1

# The list goes on.
PvdQ acylase,CAL PDZ FP-1,SR-BI uptake up,PfHsp90 yeast 2,MITF act,dFosB act,NSD2 inh,Rtt109 HAT inh,CAL PDZ FP-2,SR-BI HDL uptake,SMILES
-9,-5,-7,·,2,-7,3,-2,0.3,7,COc1ccc(OC)c(NC(=O)CC2SC(=NCc3ccccc3)NC2=O)c1 (configuration not stated)
4,-2,9,-26,8,-3,·,-5,-0.3,-9,Nc1nonc1-c1noc(N2CCOCC2)n1
-4,-1,·,-54,-1,-12,1,-1,-0.2,·,Cc1cccc2nc(-c3ccco3)c(Nc3ccccc3)n12
9,2,38,2,12,0,-3,22,-1.0,-38,O=C(OC(C(=O)NCc1ccc2c(c1)OCO2)c1ccncc1)c1ccc(Cl)nc1 (configuration not stated)
-15,4,-66,-2,-22,-19,-2,-21,-1.1,66,Cc1ccccc1C(=O)N1CCc2cc(-c3nc(NC(=O)Cc4ccc5c(c4)OCO5)sc3C)ccc21
0,·,0,5,9,-6,13,-3,-0.4,0,C=CCSc1nnc(NC(=O)CSc2nnc(C)s2)s1
-9,0,-2,28,51,1,1,-7,0.7,2,COc1ccc(/C=C2\CCC(C3CCCC3)C2=O)c(OC)c1 (configuration not stated)
-13,-2,11,9,1,-9,2,1,-0.9,-11,Cc1cc(C)n(C(C)CNS(=O)(=O)c2ccccc2)n1 (configuration not stated)
-16,-5,9,19,2,-3,2,1,-4.1,-9,Cc1c(C(=O)c2ccc(Br)cc2)c(=O)n(C)c(=O)n1C
-2,-8,12,-8,4,1,-1,5,-2.6,-12,Cc1nnc(SCC(=O)NCc2ccc3c(c2)OCO3)n1C
4,9,·,-6,4,-6,·,6,0.8,·,C#CCOCCOCCOCCNc1nc(N2CCN(C(=O)[C@H](CCC(=O)O)n3cc([C@@H](N)CC(N)=O)nn3)CC2)nc(N2CCN(C(=O)[C@H](CCC(=O)O)n3cc([C@@H](N)CC(N)=O)nn3)CC2)n1
-9,-6,10,-31,22,-5,-2,-4,-0.5,-10,O=C(CNC(=O)c1ccc(Cl)cc1Cl)NCCCn1ccnc1
-6,-1,20,-2,-7,1,7,4,-1.3,-20,O=C1CC(SCc2nc3ccccc3[nH]2)C(=O)N1c1ccc(F)cc1 (configuration not stated)
-7,-1,-40,-7,1,4,2,1,-2.2,40,c1ccc2nc(N3CCCC3)c(N3CCCC3)nc2c1
7,1,-8,1,-6,-1,-7,-1,-2.6,8,O=C(OCc1nc2ccc(Cl)cc2n1CCO)c1ccc2c(c1)OCO2

# Bioassay records (PubChem BioAssay)
